HCV core dimer: inhibitors of HCV core protein dimerization, primary screen, biochemical, TR-FRET, high-throughput; TR-FRET GST/Flag-core106 dimerization, 1536-well; inhibition, % at 5 µM; hit rate 0.33% among 300,000; AID 1899, 2009;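 active = inhibition above the mean of all tested compounds plus 3 SD, set per screening campaign, cut at about 45% in these data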
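Material: Tagged HCV core106 pair (GST and Flag) | Amount: GST-core106 13.5 nM, Flag-core106 17 nM | Medium: KF-containing HEPES buffer, pH 7.45, DTT, CHAPS, BSA | Reagent: Eu donor and XL665 acceptor anti-tag antibodies | Schedule: 4 h at 22.5 °C | Technique: Time-resolved FRET, ex 340 nm, em 617 and 671 nm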
PP5 primary: PP5 phosphatase inhibitors, primary screen, biochemical, fluorescence; inhibition, % at 6.7 µM; purified PP5c, OMFP substrate fluorescence; hit rate 0.18% among 320,000; Serine/threonine-protein phosphatase 5 (Homo sapiens), P53041;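 active = inhibition above the campaign's mean inhibition across all tested compounds plus 3 SD, cut at about 9.5% in these data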;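 note: 0% = DMSO only and 100% = 100 µM cantharidin control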
EBNA-1 inh: EBNA-1 DNA-binding inhibitors, primary screen, biochemical, fluorescence polarization; AID 1950, 2009; inhibition, % at 14.8 µM; hit rate 0.34% among 300,000; in the data active = inhibition above about 28%
PP1 counter: PP1-alpha phosphatase inhibitors, primary screen, counter-screen for PP5 inhibitor project, biochemical, fluorescence, OMFP substrate, single point; purified PP1alpha; inhibition, % at 6.7 µM; hit rate 0.9% among 320,000; AID 2235, 2010;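 active = inhibition above the mean inhibition of all tested compounds plus 3 SD, computed separately for each screening campaign, cut at about 15% in these data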
ZTA DNA inh: counter-screen for EBNA-1 inhibitors: inhibitors of Epstein-Barr virus ZTA. AID 2234. hit rate 0.15% among 320,000. P03206. ZTA-DNA binding, fluorescence polarization. inhibition, % at 11 µM; in the data active = inhibition above about 33%
Target sequence (P03206 whole entry, looked up): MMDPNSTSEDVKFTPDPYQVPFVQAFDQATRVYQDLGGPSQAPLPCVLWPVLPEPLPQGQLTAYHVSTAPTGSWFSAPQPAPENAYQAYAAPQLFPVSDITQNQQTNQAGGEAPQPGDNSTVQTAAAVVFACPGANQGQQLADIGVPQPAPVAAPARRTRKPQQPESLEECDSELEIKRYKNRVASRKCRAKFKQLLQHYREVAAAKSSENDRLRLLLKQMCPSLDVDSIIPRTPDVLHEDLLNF
Efflux pump inh: inhibitors of Candida efflux pumps in yeast, primary screen, S. cerevisiae, Nile Red, multiplex. S. cerevisiae Candida pump triplex. inhibition, % at 10 µM. hit rate 0.44% among 330,000;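 active = plate passing quality check with inhibition over a set limit, or well fluorescence over plate mean plus 4 SD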;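 note: Nile Red retained in pooled yeast measured as flow cytometry median fluorescence; 0% = buffer negative control and 100% = Enniatin B positive control; higher means more Nile Red kept so more efflux inhibition; some compounds called inactive have numbers as strong as hits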
TPT1 inhibitor: Candida albicans TPT1 enzyme inhibitors, primary screen, biochemical, fluorescence polarization. tRNA 2'-phosphotransferase TPT1 (Candida albicans SC5314). recombinant caTPT1, FP RNA substrate dephosphorylation. inhibition, % at 5 µM. hit rate 0.81% among 300,000;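 active = inhibition above the mean of all tested compounds plus 3 SD, set per screening campaign, cut at about 24% in these data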;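 note: plate controls were DMSO alone for no effect and ferristatin control at 100 nM for full effect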
PREPL inh: PREPL enzyme inhibitors, primary screen, biochemical, fluorescence polarization; Prolyl endopeptidase-like (Homo sapiens), Q4J6C6; recombinant PREPL, fluorescence polarization activity-based probe; inhibition, % at 5.96 µM; hit rate 0.68% among 320,000; AID 2751, 2010; in the data active = inhibition above about 43%;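 note: 0% = enzyme with DMSO and 100% = wells lacking enzyme; many of its hits are not listed in these tables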
Target sequence (Q4J6C6 whole entry, looked up): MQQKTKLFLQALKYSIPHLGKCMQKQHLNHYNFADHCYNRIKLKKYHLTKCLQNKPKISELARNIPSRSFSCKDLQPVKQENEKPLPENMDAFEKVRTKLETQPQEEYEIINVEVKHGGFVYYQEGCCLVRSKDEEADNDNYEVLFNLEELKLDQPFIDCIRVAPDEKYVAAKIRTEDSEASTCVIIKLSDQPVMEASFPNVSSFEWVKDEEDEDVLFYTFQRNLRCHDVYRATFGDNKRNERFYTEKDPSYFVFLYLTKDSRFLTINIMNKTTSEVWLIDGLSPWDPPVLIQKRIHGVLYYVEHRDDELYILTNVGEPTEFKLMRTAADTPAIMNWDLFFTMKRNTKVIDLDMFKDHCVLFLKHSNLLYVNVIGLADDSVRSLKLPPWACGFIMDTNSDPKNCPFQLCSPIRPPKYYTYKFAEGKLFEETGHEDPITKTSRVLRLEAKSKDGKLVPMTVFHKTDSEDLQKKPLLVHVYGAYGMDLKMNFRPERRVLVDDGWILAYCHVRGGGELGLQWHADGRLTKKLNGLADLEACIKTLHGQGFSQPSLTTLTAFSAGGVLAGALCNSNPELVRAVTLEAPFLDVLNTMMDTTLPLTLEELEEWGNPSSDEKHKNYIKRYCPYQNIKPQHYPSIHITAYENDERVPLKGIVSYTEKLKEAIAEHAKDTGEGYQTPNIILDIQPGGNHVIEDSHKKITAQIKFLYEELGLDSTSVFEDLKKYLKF
Fh CTSL1 inh: Fasciola hepatica cathepsin L1 inhibitors, primary screen, counter-screen for PFM18AAP inhibitor project, biochemical, QFRET, fluorogenic peptide substrate. recombinant F. hepatica cathepsin L1, Z-Leu-Arg-MCA fluorescence. AID 1906, 2009. hit rate 0.49% among 300,000. inhibition, % at 5.96 µM;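 active = inhibition above the mean of all tested compounds plus 3 SD, set per screening campaign, cut at about 17% in these data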;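 note: 0% = plate median of test compound wells and 100% = 1 µM Z-Phe-Ala-diazomethylketone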
An asterisk follows results filed as active; · = not tested or not shown; & = joins results of further samples. Some of the compounds tested, so the mix of outcomes need not match the whole.

SMILES | HCV core dimer | PP5 primary | EBNA-1 inh | PP1 counter | ZTA DNA inh | Efflux pump inh | TPT1 inhibitor | PREPL inh | Fh CTSL1 inh
O=C(O)CCSCCCN1C(=O)c2cccc3cccc(c23)C1=O | 2 | 0.2 | 3 | -6 | 2 | -0.1 | 2 | -1 | -2
Fc1ccc(SCCc2ccncc2)cc1 | -1&-2 | 1.9&1.9 | -2&8 | 0&1 | -10&5 | -0.1&0.0 | -2&-1 | 3&6 | 0&1
O=C(CSc1nnc(CNC(=O)c2c(F)cccc2F)o1)Nc1ccc2c(c1)OCO2 | 1 | 2.8 | -7 | -2 | 2 | 2.2 | -4 | -1 | 3
CCn1c(-c2ccccc2Cl)nn(CC(=O)Nc2cc(Cl)ccc2Cl)c1=S | 5 | 3.6 | -4 | 0 | -10 | 0.1 | 2 | 0 | 2
CC1(NC(=O)/C=C/c2nc3ccccc3s2)CCS(=O)(=O)C1 (centres undefined) | · | 1.9 | · | 6 | -4 | 0.3 | · | -1 | ·
CCOC(=O)CC(=O)CSc1ncc(C(=O)OCC)c(N)n1 | 0 | -1.1 | 8 | -1 | 2 | 0.0 | -9 | 0 | 0
COc1ccc(N=Cc2c(O)ccc3ccccc23)cc1 | 0 | 2.1 | -10 | 2 | 2 | 0.0 | 112* | 7 | 2
COc1cccc(NC(=O)N2CCC(NC(=O)C(Cc3cccc(C)c3)NC(C)=O)CC2)c1 (centres undefined) | 5 | -7.5 | -12 | -3 | 0 | 0.0 | 6 | 3 | 2
C=CCn1c(O)c(N=NC(=O)OCC)c2ccccc21 | -2 | -0.9 | 12 | -2 | 10 | -0.1 | -2 | 3 | 1
O=C(Nc1cccc(C(=O)O)c1)Nc1cccc2ccccc12 | 9 | 2.1 | -6 | 7 | 4 | 0.1 | -3 | 11 | -10
CC(OC(=O)c1cc(=O)c2ccccc2o1)C(=O)Nc1ccc(N(C)C)cc1 (centres undefined) | · | -0.4 | · | -4 | -2 | -0.3 | · | 9 | ·
Cc1cc[n+](-c2nc3ccccc3nc2[N-]S(=O)(=O)c2ccccc2)cc1 | -4 | -0.7 | -14 | 1 | -6 | -0.5 | 0 | 14 | 2
CC1Cc2nc(SCC(=O)NCC3CCCO3)n(-c3ccc(F)cc3)c(=O)c2S1 (centres undefined) | -7 | 2.2 | -7 | -7 | 1 | 0.1 | 0 | 5 | 0
COC(=O)c1ccccc1NC(=O)NCCc1ccc(OC)c(OC)c1 | 2 | -1.1 | -2 | 1 | 6 | 0.0 | 2 | -1 | 4
COc1ccc(C(=O)OCc2c(F)cccc2Cl)cc1S(=O)(=O)N1CCOCC1 | · | 2.1 | · | 1 | 4 | 0.2 | · | 9 | ·
O=C(O)C1C2CCC(C2)C1C(=O)NCCc1ccccc1 (centres undefined) | -10 | 4.9 | -3 | 5 | -9 | 0.1 | -1 | -10 | 0
O=C(NCc1ccco1)C1CCN(C(=O)c2ccc(Cl)cc2Cl)CC1 | -2 | -1.4 | -7 | -2 | 6 | 0.2 | -2 | 0 | 0
CN(C)C(=S)Nc1ccc(Cc2ccncc2)cc1 | 6 | 1.3 | -18 | -1 | 8 | 0.3 | -1 | -6 | -9
C=CCSc1nc2ccccc2n1S(=O)(=O)c1ccc(Cl)cc1 | -12 | 1.2 | 3 | -2 | -7 | -0.1 | 0 | 0 | 1
CSc1nn2c(C)c(C)c(C)nc2c1C#N | 4 | -1.0 | -3 | 1 | -12 | 0.0 | 1 | 3 | 5

Two compounds from above, showing only Efflux pump inh, TPT1 inhibitor and PP1 counter.
| structure | Efflux pump inh | TPT1 inhibitor | PP1 counter |
| --- | --- | --- | --- |
| C=CCn1c(O)c(N=NC(=O)OCC)c2ccccc21 | -0.1 | -2 | -2 |
| O=C(Nc1cccc(C(=O)O)c1)Nc1cccc2ccccc12 | 0.1 | -3 | 7 |

Next section.
SMILES | HCV core dimer | PP5 primary | EBNA-1 inh | PP1 counter | ZTA DNA inh | Efflux pump inh | TPT1 inhibitor | PREPL inh | Fh CTSL1 inh
Cc1nn(C)c(C(=O)NNC(=S)NCC(C)C)c1Cl | -11 | 2.9 | 9 | 2 | -14 | -0.1 | -3 | 2 | -2
COc1ccccc1C(=O)OCc1nc(N)nc(Nc2ccccc2C)n1 | 7 | -0.5 | 0 | -3 | -7 | 0.0 | 5 | -4 | -3
COC(=O)c1cn(NC(=O)c2ccccc2[N+](=O)[O-])c(=O)c2ccccc12 | -3 | 1.0 | -2 | -6 | 18 | -0.3 | -1 | -1 | -3
CCn1c(SCC#N)nc2c(c1=O)C1(CCCC1)Cc1ccccc1-2 | 2 | 1.5 | 11 | -2 | 0 | 0.1 | -3 | 19 | -1
O=c1ccc2ccc(Oc3ccc([N+](=O)[O-])cc3[N+](=O)[O-])cc2o1 | 6 | 1.1 | -3 | 0 | 3 | -0.5 | -1 | 12 | -2
CCCN(Cc1nc2cc(Cl)ccc2c(=O)[nH]1)C(=O)c1ccc(S(=O)(=O)N2CCCC2)cc1 | · | 2.6 | · | 0 | -5 | 0.1 | · | 14 | ·
Cc1ccc(S(=O)(=O)N(CC(O)CN2CCCCC2)c2ccccc2)cc1 (centres undefined) | -10 | 0.6 | 2 | -2 | 6 | -0.1 | -2 | -36 | -4
CC(C)C(NS(=O)(=O)c1ccc2c(c1)oc(=O)n2C)C(=O)N1CCN(C2CCCCC2)CC1 (centres undefined) | -2 | 0.0 | -1 | 0 | -16 | 0.0 | -4 | 5 | 16
Cc1nn(C(=O)Cn2cc([N+](=O)[O-])cn2)c(C)c1Cl | -1 | 2.4 | 4 | -1 | -4 | -0.2 | -2 | -4 | -1
Cc1nnc(SCC(=O)N2CCc3ccccc32)s1 | 0 | -0.1 | 11 | -5 | 4 | 0.0 | -3 | -1 | -2
COc1cc(C(=O)NCc2nnc(SCC(=O)c3ccc(Cl)cc3)o2)cc(OC)c1OC | 2 | -1.9 | 5 | -2 | 0 | 0.3 | 0 | -2 | 0
O=C(Nc1ccc(S(=O)(=O)Nc2ccccn2)cc1)c1cccc([N+](=O)[O-])c1 | 13 | -2.8 | -1 | -4 | 13 | -0.1 | -1 | 2 | 0
Cc1nc(C)c(C(=O)N(c2ccc(C)c(C)c2)C(C(=O)NCc2ccco2)c2ccccc2)s1 (centres undefined) | 7 | 4.8 | 4 | 0 | -10 | -0.2 | -4 | 16 | 3
NC(=O)c1nsc(C(=O)N(CC(=O)NC2CCCC2)Cc2ccc3c(c2)OCO3)c1N | -1 | -0.2 | -7 | -3 | 7 | 0.2 | 0 | 10 | 5
COC(=O)Cn1c(=O)c2c(n(Cc3ccccc3)c1=O)N/C(=C/c1ccc(Br)cc1)C2=O | 9 | -0.6 | 0 | 2 | -3 | -0.1 | 43* | 0 | 4
CCc1c(C)nc(N)c(C#N)c1-c1ccccc1 | -1 | -1.3 | 11 | -5 | 9 | 0.0 | 2 | -6 | 2
COc1ccc(C(=O)COC(=O)c2ccc(-n3cnnn3)cc2)c(OC)c1 | 23 | -0.8 | 6 | -1 | 19 | 0.0 | -3 | -8 | -1
CCOc1ccc2nc(NC(=O)C3CCN(c4cnccn4)CC3)sc2c1 | 1 | 6.2 | -12 | 1 | -4 | 0.3 | 2 | -1 | 2
COc1ccc(C(=O)c2coc3ccc(O)cc23)cc1 | -2 | 3.7 | -4 | 1 | -16 | 0.2 | -4 | -7 | -2
COC(=O)c1sc(NC(=O)c2ccco2)nc1C | 11 | 0.4 | 5 | 5 | -1 | -0.1 | 2 | 1 | 1
CCSc1nnc(NC(=O)c2ccc(F)c(S(=O)(=O)N3CCOCC3)c2)s1 | · | -1.7 | · | -2 | -1 | 0.4 | · | 4 | ·
CC(C)(C)n1nc2c(c1NC(=O)Cc1cccc3ccccc13)CS(=O)C2 (centres undefined) | 8 | 1.6 | 3 | -4 | -4 | 0.1 | 3 | 14 | 1
Cc1cc(C)n(-c2nc3ccccc3nc2N2CCOCC2)n1 | -11 | 1.0 | -13 | 1 | 6 | 0.6 | 3 | 14 | 2
Cc1ccc(-c2nc(CS(=O)(=O)CC(=O)Nc3cc(F)ccc3F)c(C)o2)cc1 | 3 | 2.9 | -9 | -1 | -3 | 0.1 | 3 | -40 | 7
CCn1cc([N+](=O)[O-])c(C(=O)N2N=C(c3ccccc3)CC2c2ccc([N+](=O)[O-])cc2)n1 (centres undefined) | 3 | 2.8 | 5 | 3 | -12 | -0.2 | -4 | -9 | 4
O=[N+]([O-])c1cc(S(=O)(=O)Nc2ccccc2)ccc1NCc1cccnc1 | -8 | 0.1 | -2 | 4 | -17 | 0.0 | -1 | 0 | 1
Cc1ccc(/C=c2\sc3nc(-c4cccnc4)nn3c2=O)cc1 | 12 | 0.9 | 8 | 1 | -3 | -0.1 | 4 | 11 | -2
O=C(O)c1ccccc1-c1nc2ccccc2[nH]1 | 10 | 2.0 | 6 | 0 | 18 | 0.0 | 0 | 1 | 10
CC1Oc2ccccc2C(=O)N(CC(=O)c2ccc3c(c2)OCCO3)C1=O (centres undefined) | 5 | 1.5 | 7 | 3 | 5 | -0.1 | -4 | 1 | 1
CC(=O)N1c2ccc(S(=O)(=O)N3CCCC3C(=O)Nc3ccc(C)cc3)cc2CC1C (centres undefined) | 4 | 3.1 | -3 | 1 | -4 | -0.2 | -3 | 0 | 19*
CCC(=O)NCc1ccc(-c2nc3ncccc3o2)cc1 | -7 | -0.8 | 0 | -4 | -12 | 0.1 | -2 | 0 | 1
Cn1c(=O)c2c(ncn2Cc2cc(-c3ccccc3)no2)n(C)c1=O | -4 | 1.7 | -6 | 0 | -14 | -0.2 | -2 | -6 | -2
Cc1ccc(C)c(S(=O)(=O)Nc2ccc(O)c(Sc3ncn[nH]3)c2)c1 | -2 | 2.0 | 8 | -4 | -9 | 0.2 | 0 | 2 | 1
CCOC(=O)C1CCN(C(=O)c2ccco2)CC1 | -6 | 0.1 | -7 | 0 | -4 | 0.0 | 2 | 20 | -1
Nc1c(Cl)cc(-c2cn(CCC(=O)O)c(-c3ccncc3)n2)cc1Cl | -4 | -0.5 | 8 | -1 | 6 | 0.0 | -1 | -3 | -2
Cc1ccc2c(c1)[nH]c1c(=O)n(Cc3ccco3)cnc12 | 0 | -1.9 | 70* | -5 | 15 | 0.1 | 0 | -1 | -3
Cc1ccc(/C=C/C(=O)N2CCc3ccccc32)o1 | 63* | 1.6 | -7 | -1 | 6 | 0.8 | 2 | 0 | 0
CC1=C(C(=O)OCC2CCCO2)C(c2ccccc2Cl)NC(=O)N1 (centres undefined) | -6 | 2.4 | -8 | -3 | 4 | 0.1 | -2 | -2 | -2
Cc1cc(C)n2nc(C(=O)Nc3ccc4c(c3)OCO4)nc2n1 | 47* | 2.2 | -4 | 3 | 7 | 0.0 | 3 | 17 | 13
COc1cc(C(=O)Nc2cccc(-c3nnc(-c4ccco4)o3)c2)ccc1OC(C)=O | -1 | 0.6 | 3 | -5 | 3 | -0.2 | -1 | 1 | 0
O=C(CCS(=O)(=O)c1cccc2nonc12)N1CCOCC1 | -8 | -1.7 | 6 | -4 | 3 | -0.2 | -5 | 4 | -2
Cc1nn(-c2ccccc2)c(Cl)c1C(=O)N1CCN(C)CC1 | -1 | -3.6 | -12 | 3 | -6 | 0.5 | -3 | 5 | -6

Screening results as filed in PubChem BioAssay.
